# Assay outcomes (PubChem BioAssay)
# ROC1-CUL1 inh = human ROC1-CUL1 E3 ligase inhibition; inhibition, % at 10 µM; 140,000 tested, 0.6% active; in vitro K48 di-Ub FRET, acceptor:donor ratio, 45 min; AID 1347404; in the data active means inhibition above about 25%
# Target sequence (P62877 whole entry, looked up): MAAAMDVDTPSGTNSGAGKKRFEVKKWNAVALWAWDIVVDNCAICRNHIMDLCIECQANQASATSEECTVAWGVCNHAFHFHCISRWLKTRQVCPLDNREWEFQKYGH
# Target sequence (Q13616 whole entry, looked up): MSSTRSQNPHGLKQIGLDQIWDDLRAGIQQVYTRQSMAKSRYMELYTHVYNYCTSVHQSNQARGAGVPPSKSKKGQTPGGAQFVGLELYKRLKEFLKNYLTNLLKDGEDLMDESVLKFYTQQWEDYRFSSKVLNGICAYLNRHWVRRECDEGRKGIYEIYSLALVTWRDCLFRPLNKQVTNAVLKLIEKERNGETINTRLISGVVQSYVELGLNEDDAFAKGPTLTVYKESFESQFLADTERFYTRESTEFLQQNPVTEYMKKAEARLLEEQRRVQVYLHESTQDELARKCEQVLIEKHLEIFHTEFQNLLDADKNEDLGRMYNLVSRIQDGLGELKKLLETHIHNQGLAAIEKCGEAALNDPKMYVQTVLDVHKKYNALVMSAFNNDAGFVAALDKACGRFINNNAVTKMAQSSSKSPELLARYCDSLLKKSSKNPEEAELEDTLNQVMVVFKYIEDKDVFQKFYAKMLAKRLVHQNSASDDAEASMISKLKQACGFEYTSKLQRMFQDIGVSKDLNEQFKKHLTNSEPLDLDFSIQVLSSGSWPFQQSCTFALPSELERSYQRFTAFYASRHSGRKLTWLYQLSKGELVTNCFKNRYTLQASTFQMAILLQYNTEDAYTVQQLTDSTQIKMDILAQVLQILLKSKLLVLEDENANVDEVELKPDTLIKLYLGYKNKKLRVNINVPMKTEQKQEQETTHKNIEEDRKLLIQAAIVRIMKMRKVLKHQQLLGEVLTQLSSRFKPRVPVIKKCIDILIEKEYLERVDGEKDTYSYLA
# Numbers without * were called inactive.
# The opening 4 compounds, to show the layout:
compound	ROC1-CUL1 inh
Cc1c(Cl)cccc1NC(=O)CCOc1ccccc1	3.7
O=C(C1CCC(=O)N(C2CC2)C1)N1CCC(c2ccccc2)CC1 (stereo unspecified)	-16.7
CC(C)CCNC(=O)C1CCN(c2ccccc2)C1=O (stereo unspecified)	0.3
COc1ccc(-c2nc(SCC(=O)N3CCN(c4ccc(F)cc4)CC3)n[nH]2)cc1	4.2

# The listing, from the start:
compound	ROC1-CUL1 inh
Cc1c(Cl)cccc1NC(=O)CCOc1ccccc1	3.7
O=C(C1CCC(=O)N(C2CC2)C1)N1CCC(c2ccccc2)CC1 (stereo unspecified)	-16.7
CC(C)CCNC(=O)C1CCN(c2ccccc2)C1=O (stereo unspecified)	0.3
COc1ccc(-c2nc(SCC(=O)N3CCN(c4ccc(F)cc4)CC3)n[nH]2)cc1	4.2
NC(=O)C1CCN(C(=O)Cn2c(-c3cccs3)cc3ccccc32)CC1	0.0
COc1ccc(F)c(CC2(CCC(=O)N3CCN(Cc4ncccc4C)CC3)CCC(=O)N2)c1 (stereo unspecified)	-6.0
CN1CCCC(CN(CCc2ccccc2)C(=O)CCc2ccco2)C1 (stereo unspecified)	-1.1
COc1cc(NC(=S)NCc2ccc(F)cc2)c(OC)cc1Cl	-4.7

# The closing two entries of the section above open the next one.
compound	ROC1-CUL1 inh
CN1CCCC(CN(CCc2ccccc2)C(=O)CCc2ccco2)C1 (stereo unspecified)	-1.1
COc1cc(NC(=S)NCc2ccc(F)cc2)c(OC)cc1Cl	-4.7
COc1ccc(N2CCN(C(=O)c3oc4ccc(Br)cc4c3C)CC2)cc1	3.8
COCCCn1c(CN(C)Cc2ccc(C)o2)cnc1S(C)(=O)=O	8.7
COc1ccc(OC2CCN(S(=O)(=O)c3ccc(OC)cc3)CC2)cc1	-6.7
Cc1ccc(N(CC(=O)NC(C(C)C)C(C)C)S(=O)(=O)c2ccccc2)c(C)c1	-6.8
COc1ccc(-c2nnc(SCC(=O)Nc3cccc(C)c3C)nc2-c2ccc(OC)cc2)cc1	-0.4
Cc1c(C#N)c(=O)[nH]c(=O)n1CC1CCCO1 (stereo unspecified)	2.2
O[C@H]1CN(Cc2ccc3c(c2)Cc2ccccc2-3)C[C@@H]1N1CCOCC1	7.3
CCc1ccc(-n2c(=O)c3c4c(sc3n(CC(=O)c3ccc(F)cc3)c2=O)CCC4)cc1	10.2

# The list goes on:
compound	ROC1-CUL1 inh
CCCn1c(C)c(CC(=O)N[C@H](C(N)=O)C(C)C)c2c1CC(C)(C)CC2=O	-2.0
COc1ccc(N2C(=O)CC(Sc3nnnn3-c3ccc(F)cc3)C2=O)cc1 (stereo unspecified)	12.0
O=C(NCCc1ccccc1)c1cc(-c2ccccc2)nc2n[nH]c(-c3ccccc3)c12	0.8
CCC(CC)C(=O)NCC1Cc2cccc(-c3ncccc3C)c2O1 (stereo unspecified)	2.3
Cc1ccc(-c2noc(-c3ccc(N4CCOCC4)c([N+](=O)[O-])c3)n2)cc1	-2.9
CSc1nnc2c(n1)OC(c1ccc(N(C)C)cc1)N(C(C)=O)c1ccc(Cl)cc1-2 (stereo unspecified)	11.0
CCOC(=O)c1cccc(Nc2ccc3cc(S(=O)(=O)N4CCCCC4)ccc3n2)c1	4.6
Cc1ccc2c(c1)CN(C1CCSCC1)CC(c1ccsc1)O2 (stereo unspecified)	-1.7

# (next part)
compound	ROC1-CUL1 inh
Cc1ccc(Cl)cc1N1COc2ccc3ccccc3c2C1	1.6
Cc1ccc2oc(-c3cc(NC(=O)c4oc5ccccc5c4C)ccc3Cl)nc2c1	-1.2
CN(Cc1ccc2nccnc2c1)C(=O)CC1(c2ccc(-c3ccccc3)cc2)CC(=O)N(C)C1=O (stereo unspecified)	11.8
CCOc1ccc(NS(=O)(=O)c2ccc3c(c2)CCCN3C(=O)C2CCC2)cc1	11.2
CCOC(=O)c1cnc2ccccc2c1Nc1ccc2c(c1)OCCO2	0.2
Cc1c(C(=O)NCc2ccccc2Cl)nnn1-c1ccc(F)cc1	5.7
Nc1ccc2nc(SCC(=O)N3CCCC3)sc2c1	2.5
Cc1cc(C)cc(N2CC(C)Cn3c2nc2c3c(=O)n(C)c(=O)n2C)c1 (stereo unspecified)	-0.3

# Additional records follow:
compound	ROC1-CUL1 inh
COc1ccc2c(c1)-c1c(ssc1=S)C(C)(C)N2C(=O)Nc1ccc(Cl)c(Cl)c1	2.6
O=S(=O)(Nc1cccc2ccccc12)c1ccc(I)cc1	-10.8
CN1C2CCC1CC(NCC(=O)N1c3ccccc3Sc3ccc(C(F)(F)F)cc31)C2 (stereo unspecified)	2.7
Cc1nc2cc(NC(=O)C3CC34CCN(C(=O)c3ccc(-n5ccnc5)cc3)CC4)ccc2s1 (stereo unspecified)	1.1
CCN1CCN(C(=O)CCC2CCN(CC3=CC[C@H]4C[C@@H]3C4(C)C)CC2)CC1	2.7
COc1ccc(-c2[nH]nc3c2C(c2ccc(Br)cc2)C(C#N)C(=N)O3)cc1 (stereo unspecified)	13.7
COC(=O)c1ccc(Cl)c(NC(=O)C2CCCC2)c1	3.3
COCC(=O)Nc1cc(C(=O)N2CCC(Oc3ccccc3F)CC2)c2c(c1)nc(C1CCC1)n2C	-5.0

# (cont.)
compound	ROC1-CUL1 inh
Cc1cccc(NC(=O)CN2C(=O)N=C(Cc3cc(C)n(-c4ccc(F)c(Cl)c4)c3C)C2=O)c1	3.3
CCN(CC)S(=O)(=O)c1cc(-c2nnc(-c3ccc(Br)cc3)o2)ccc1Cl	0.5
CCOc1ccccc1/C=C1\SC(=S)N(CC(=O)O)C1=O	3.7
Cc1cccc(-c2nnc(SCC(=O)Nc3ccc4ccccc4c3)n2N)c1	-5.2
CC(C)(C)C#CC(=O)c1ccc(Cl)cc1	-11.3
O=C(Nc1ccccc1)c1cccc(C(F)(F)F)c1	3.6
CCOc1ccc(NC(=O)NC(CC)Cn2nnc3ccccc3c2=O)cc1 (stereo unspecified)	-1.6
N#CC1C(=O)N=C(SCc2ccccc2Br)C(C#N)C12CCCCC2 (stereo unspecified)	6.1

# Next part:
compound	ROC1-CUL1 inh
Cc1nnc(N2CCCC(C(=O)NCCc3ccccc3)C2)c2nn(-c3ccccc3)c(C)c12 (stereo unspecified)	-9.8
CCc1ccc(CN(Cc2ccco2)C(=O)c2ccc(OC)cc2)cc1	-1.9
Cc1cc(=O)oc2c(C)c(Oc3nnc(-c4ccccc4)s3)ccc12	4.0
COc1cccc(CCC2CCCN(C(=O)c3ccc(C)nc3)C2)c1 (stereo unspecified)	3.7
O=[N+]([O-])c1cccnc1Sc1n[nH]c(=S)s1	0.3
COC(=O)c1cc(CNC(=O)[C@@H]2C[C@@H]3C=C[C@H]2C3)cc(NC(=O)C2CCCCC2)c1	11.0
O=C(CN1CCN(c2ccc(F)cc2)CC1)N1CCN(c2ccccc2)CC1	-0.4
COC(=O)CCCNC(=O)c1csc2nc(-c3ccccc3Cl)cn12	7.2

# Carrying on:
compound	ROC1-CUL1 inh
Cc1cc(Cl)ccc1OC(C)C(=O)N1CCN(Cc2ccccc2)CC1 (stereo unspecified)	-9.1
CCOC(=O)c1ccc(N=C2SC(C(=O)O)CC(=O)N2C)cc1 (stereo unspecified)	-1.1
Cc1ccc(-c2noc(CCC(=O)Nc3ccc(F)cc3Cl)n2)cc1	3.7
Cc1cccc2sc(N(CCCN(C)C)C(=O)COc3ccccc3)nc12	0.9
COc1ccc(C(=O)N2CCN(Cc3ccccc3)CC2)cc1C	8.7
C=CCNC(=O)c1nnn(-c2ccccc2)c1-c1ccco1	-6.3
CC(Sc1nc(N2CCOCC2)c2c(c1C#N)CCCC2)C(=O)O (stereo unspecified)	6.9
O=C(CCCOc1ccccc1)Nc1nccs1	11.3

# Later entries:
compound	ROC1-CUL1 inh
CC1CCC(NC(=O)c2ccc3c(c2)N(Cc2ccccc2)C(=O)c2ccccc2S3=O)CC1 (stereo unspecified)	-12.2
Nc1nonc1-c1nc2ccccc2n1Cc1cccc(Cl)c1	4.8
Cc1ccc(NC(=O)CSc2nnc(CSc3nc(C)cc(C)n3)n2C)cc1	0.1
COc1ccc(S(=O)(=O)NCC2CCCO2)c(Cl)c1Cl (stereo unspecified)	1.3
O=c1[nH]c(SC/C=C/c2ccccc2)nc2sc3c(c12)CCC3	-0.9
O=C(Cc1ccsc1)NCC1Cc2cccc(-c3ncccn3)c2O1 (stereo unspecified)	-0.9
COCc1[nH]nc2c1C(c1ccccc1OC)C(C#N)C(=N)O2 (stereo unspecified)	-5.5
CN(C)c1nc2n(c(=S)n1)CCS2	2.1

# Remaining list, next part.
compound	ROC1-CUL1 inh
Cc1ccccc1C1(CC(=O)N2CCN(C3CCCCC3)CC2)CC(=O)N(Cc2cccnc2)C1=O (stereo unspecified)	-3.9
Cc1c(CN2CCc3[nH]nc(-c4cccc(F)c4)c3C2)cnn1C	8.1
CN(C)C1=NC(c2ccccc2)=C2C=C(C(C)(C)C)C=C12	-16.3
COc1ccc(NC(=O)C2CCCN(C(=O)c3cnn(-c4ccccc4)c3-n3cccc3)C2)cc1 (stereo unspecified)	2.4
O=C(N/N=C/c1cccc(O)c1)c1ccc(COc2ccccc2Br)cc1	-0.5
Cc1nnc(SCCNC(=O)C2CCN(c3nc(C)c4cc(C(C)C)ccc4n3)CC2)s1	-1.1
Cc1ccc(NC(=O)c2nc(S(C)(=O)=O)ncc2N(Cc2cccc(F)c2)Cc2ccco2)cc1C	-3.7
Cn1ccnc1C(=O)Nc1ccccc1	8.3

# Other records follow.
compound	ROC1-CUL1 inh
Cc1onc(-c2c(F)cccc2Cl)c1C(=O)Nc1cccc(F)c1	-11.9
COC(=O)c1ccc(NC(=O)c2ccc(OC)cc2)cc1	-3.1
COc1ccc2c(c1)-c1c(ssc1=Nc1ccc(C)c(C)c1)C(C)(C)N2	-5.0
COc1ccc(NC(=O)c2nnn(Cc3ccccc3C)c2N)c(OC)c1	2.1
Cc1ccc2c(=O)c(C(=O)c3ccccc3)cn(CC(=O)NCc3ccccc3)c2n1	-7.6
COc1ccc(CCNC(=O)c2ccc(CNS(=O)(=O)c3cccc(Cl)c3)cc2)cc1OC	12.5
Cc1ccc(C(=O)O)cc1-n1c(C)ccc1C	95.8*
COc1ccc(/C=N/NC(=O)COc2ccc(Cl)cc2)cc1COc1cccc2cccnc12	-1.4

# Next part
compound	ROC1-CUL1 inh
COc1ccc2nc(SCCO)nc(C)c2c1	-2.7
Cc1ccc2c(CC(=O)N3CCc4c(cnc(C)c4CNC(=O)c4cncs4)C3)cc(=O)oc2c1	0.4
O=C(Nc1ccc(OCc2cc(=O)n3ccccc3n2)cc1)c1ccccc1Cl	-8.7
CCOc1ccc(-c2nnc(SCC(=O)Nc3cc(F)ccc3F)o2)cc1	-5.4
CN(C)Cc1cn(C2CCN(C(=O)c3ccc4nc[nH]c4c3)CC2)nn1	7.2
O=C(Nc1cccc(NC(=O)c2ccccc2F)c1)c1ccccc1	-3.3
O=C1CSc2ccc(S(=O)(=O)Nc3ccccc3)cc2N1	4.3
O=C(Cn1cc(SCc2ccc(C(F)(F)F)cc2)c2ccccc21)N1CCCC1	14.0

# The list continues:
compound	ROC1-CUL1 inh
Cc1sc(C(=O)NN)cc1CC(=O)NN	4.0
CN(C(=O)c1ccco1)C(Cc1ccccc1Cl)C1CCN(Cc2ccccc2F)CC1 (stereo unspecified)	2.9
Cc1cccc(N2CCN(C(=O)c3ccc4c(c3)c(C)c(C)n4C)CC2C)c1 (stereo unspecified)	-4.0
Cc1ccc(S(=O)(=O)NCCN(CCNS(=O)(=O)c2ccc(C)cc2)S(=O)(=O)c2ccc(C)cc2)cc1	-0.3
O=[N+]([O-])c1ccc(-c2ccn[nH]2)o1	-5.0
Cc1nn(S(=O)(=O)c2ccccc2)c(C)c1Sc1ccccc1	10.9
Cc1ncncc1C(=O)NCCC1CN(c2cnn(C)c(=O)c2)CCO1 (stereo unspecified)	4.4
CCOC(=O)C1(Cc2cccc(F)c2)CCN(C(=O)CC2CCC(=O)N2)CC1 (stereo unspecified)	-2.4

# Following part.
compound	ROC1-CUL1 inh
C=CCNC(=O)c1ccc(OC)c(C)c1	4.3
Cc1nn2c(=O)cc(COC(=O)COc3ccc(F)cc3)nc2s1	-11.2
COc1ccc(-c2nc(SCC(=O)Nc3ccc4c(c3)OCCO4)c(-c3ccc(F)cc3)[nH]2)cc1OC	13.0
Cn1c(=O)[nH]c(=O)c2c1nc1n2CCCN1CCc1ccccc1	-8.4
Cc1ncc2c(c1-c1noc(C3CN(C(C)C)C3)n1)CCNC2	1.5
COc1cc(OC)cc(C(=O)NCC2CCCN(C(=O)CCNC(C)=O)C2)c1 (stereo unspecified)	-2.3
Cc1ccccc1C(=S)Nc1sc2c(c1C(=S)N1CCOCC1)CCCC2	2.4
CCOc1ccc(-c2cn3c(n2)sc2cc(C(=O)NCCc4ccc(OC)c(OC)c4)ccc23)cc1	-0.1

# (continued)
compound	ROC1-CUL1 inh
O=C1N=C(Cc2ccc(OCc3ccc(F)cc3)cc2)C(=O)N1Cc1ccccc1	-7.2
Cc1cccc(C)c1NC(=O)Nc1ccc(F)c(Cl)c1	-0.9
Cc1cc(Cl)ccc1NC(=O)Cn1nnc2sc3c(c2c1=O)CCCC3	-1.5
COc1cc2nc(N(C)C)c(CNCc3ccccc3C(F)(F)F)cc2c(OC)c1OC	1.7
OCNc1nc2c3ccccc3nc(CCN3CCCCC3)n2n1	45.7*
O=C(NCc1noc2ccccc12)N1CCN(c2ccccc2F)CC1	-5.7
CCCCc1ccc(C(=O)N2CCN(c3ccccc3)CC2)cc1	6.5
CCOCCOc1ccc(C(N)=O)cc1	9.9

# (more compounds)
compound	ROC1-CUL1 inh
O=C(CSC1=Nc2ccccc2C2=NC(Cc3ccccc3)C(=O)N12)Nc1ccccc1 (stereo unspecified)	-5.1
CCN(C(=O)Cn1c(SCC(=O)NCc2ccccc2)nc2ccccc21)c1cccc(C)c1	6.4
Oc1cccn2cc(-c3ccc(F)cc3)nc12	6.9
CNS(=O)(=O)c1cn(CC(=O)Nc2ccc(C(C)=O)cc2)cc1S(=O)(=O)NC	5.9
O=C(c1cc(COc2ccc3c(c2)OCO3)[nH]n1)N1CCOCC1	3.0
COc1ccc(CNC(=O)c2cnc3sc(N4CCCC4)nn3c2=O)c(OC)c1	-17.1
COc1cccc(CNC(=O)Cc2csc3ccccc23)c1OC	-1.0
Cc1nn(CC(=O)NCc2ccccc2Cl)c(=O)c2nn(-c3ccccc3)c(C)c12	-3.2

# This is a subset; rates above refer to the full screens.
